Assay outcomes (PubChem BioAssay)
KOR beta-arrestin-1 = kappa opioid receptor activators – cell-based, luminescence, uHTS, primary screen (AID 1777). KOR beta-arrestin recruitment, luminescence; higher % means a stronger effect. 280,000 tested, 0.02% active. one-dose activation, % at 10 µM; EC50 in µM for titrated hits; in the data active = activation above about 50%, passing the limit was not always enough; note: a part of the inactive calls stands beside numbers as strong as those of hits
NOD1 NF-kB reporter = inhibition of NOD1-driven NF-kB reporter – cell-based, luminescence, uHTS, primary screen (AID 1578) | inhibition, % at 4 µM, or EC50 in µM where a hit was titrated | 290,000 tested, 1% active | NOD1-driven NF-kB luciferase reporter cells, luminescence; higher % means a stronger effect; in the data active = inhibition mostly above about 36%, no sharp cut-off; inactive = mostly below about 34%;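 note: HEK-293T reporter cells stimulated with the NOD1 agonist gamma-tri-DAP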
GPR55 activation = selective activators of receptor GPR55 – imaging, U2OS cells, beta-arrestin-GFP redistribution, primary screen (AID 1961); U2OS GPR55 beta-arrestin-GFP redistribution imaging; higher % means a stronger effect; activation, % at 10 µM; hits with a dose series show EC50 in µM; 290,000 tested, 0.048% active;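 active = activation above 40% with more than 50 cells counted in the well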;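 note: U2OS osteosarcoma cells stably expressing GPR55 and beta-arrestin-GFP; plate controls were DMSO negative control for no effect and LPI positive control for full effect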
HEK293 NOD2/NF-kB = NOD2 signaling inhibitors, cell-based, luminescence, uHTS, HEK293 (AID 1566) | HEK293 NOD2/NF-kB luciferase reporter, luminescence; higher % means a stronger effect | inhibition, % at 4 µM, or EC50 in µM where a hit was titrated | 290,000 tested, 0.63% active; note: many of its hits are not listed in these tables
Large T inhibition = TAg ATPase/helicase activity blockers – biochemical (AID 1903); SV40 large T antigen ATPase/helicase inhibition assay; higher % means a stronger effect; inhibition, % at 20 µM, or IC50 in µM where a hit was titrated; 310,000 tested, 0.39% active; in the data active = a potency from the dose series; note: strong numbers were not always called active
HIV fusion peptide = inhibitors of HIV fusion peptide binding, primary screen, biochemical, uHTS, fluorescence dequenching (AID 1986); cell-free peptide binding, fluorescence dequenching, 30 min; higher % means a stronger effect; inhibition, % at 20 µM, or IC50 in µM where a hit was titrated; 290,000 tested, 0.3% active; in the data active = inhibition mostly above about 52%, no sharp cut-off; inactive = mostly below about 76%; note: some results filed as inactive read as strong as hits
GPR55 LPI antagonism = inhibition of LPI-stimulated GPR55 beta-arrestin translocation – imaging, U2OS, beta-arrestin-GFP, LPI agonist, primary screen (AID 2013) | 290,000 tested, 0.13% active | inhibition, % at 10 µM; hits with a dose series show IC50 in µM | U2OS GPR55 beta-arrestin-GFP translocation imaging, LPI antagonism; higher % means a stronger effect;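 active = spots per cell inhibited over 60%, with over 100 cells counted and total cytoplasm intensity under 500,000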;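 note: U2OS cells stably carrying GPR55 and arrestin-GFP stimulated by 5 µM LPI near EC80; imaged beta-arrestin-GFP aggregate spots per cell after agonist stimulation; plate controls were LPI-stimulated DMSO wells for no effect and DMSO wells without LPI for full effect; some results filed as inactive read as strong as hits; confirmed hits need IC50 under 10 µM and bright autofluorescent wells are also inconclusive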
MgcRacGAP inhibition = MgcRacGAP GTPase-activating activity inhibitors, confirmation, biochemical, ADP Hunter fluorescence. AID 624330. 340,000 tested, 0.6% active. MgcRacGAP-stimulated Rac1 GTP hydrolysis, ADP Hunter fluorescence; higher % means a stronger effect; GST-tagged Rac1 F28L mutant substrate. inhibition, % at 30 µM, or IC50 in µM where a hit was titrated;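 active = first-screen hits whose inhibition reached a set limit at any dose in the follow-up dose series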;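 note: fluorescence reports GDP produced by GAP-driven GTP hydrolysis; strong numbers were not always called active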
KOR beta-arrestin-2 = KOR antagonists, beta-arrestin recruitment, cell-based, luminescence, uHTS (AID 1778); 290,000 tested, 0.091% active; inhibition, % at 10 µM; hits with a dose series show IC50 in µM; KOR beta-arrestin recruitment, luminescence, antagonist mode; higher % means a stronger effect; note: strong numbers were not always called active
* = called active by the depositor; nt = not tested or not shown; [ ] = remark or other dose. Cut-off read from the data, not from the text of the source, unless noted: active = inhibition above about 50%; inactive = the rest. An excerpt; the hit share may differ from the screen's.

KOR beta-arrestin-1	NOD1 NF-kB reporter	GPR55 activation	HEK293 NOD2/NF-kB	Large T inhibition	HIV fusion peptide	GPR55 LPI antagonism	Compound	MgcRacGAP inhibition	KOR beta-arrestin-2
2.0%	94%*	-0.1%	-160%	7%	57%	-1%	O=C(O)c1ccc(-c2ccc(-c3ccccc3)cc2)s1	11%	-83%
-3.4%	-29%	-0.3%	18%	11%	-1.3%	8%	O=C(CCn1c(=S)[nH]c2cc3c(cc2c1=O)OCO3)NCc1ccc(Cl)cc1	7%	3%
-1.2%	-33%	0.3%	10%	9%	-1.3%	2%	COc1ccc(CCCC(=O)NCCc2ccccc2)c(C)c1	7%	-16%[20 µM]
-0.6%	-9%	-0.1%	2%	2%	-0.4%	-19%	COc1ccc(CNC(=O)C2(C)Cc3ccccc3C(=O)O2)cc1 (configuration not stated)	8%	0%[20 µM]
2.4%	-71%	0.2%	-53%	1%	77%*	28%	COc1ccc(NC(=O)CSc2ccc3c4c(cccc24)C(=O)c2ccccc2-3)cc1	2%	-33%
3.9%	9%	0.0%	26%	21%	-2.4%	-12%	COc1ccccc1N1CCN(S(=O)(=O)c2ccc3c(c2)NC(=O)CS3)CC1	-2%	-24%
-5.5%	-15%	-0.1%	-1%	6%	-2.3%	20%	O=C(CN(CC1CCCO1)C(=O)CCC(=O)Nc1nccs1)NCc1ccc2c(c1)OCO2 (configuration not stated)	4%	31%
-3.4%	-21%	-0.1%	-8%	nt	-1.3%	9%	CCN(CC)S(=O)(=O)c1ccc(-c2nnc(SCC(=O)N3CCc4ccccc43)o2)cc1	11%	-147%
-1.7%	-13%	-0.1%	-16%	29%	-1.9%	-13%	Cc1ccc(C(=O)c2cc([N+](=O)[O-])ccc2N2CC(C)OC(C)C2)cc1 (configuration not stated)	-9%	-31%
-1.7%	2%	-0.4%	-5%	7%	-0.2%	2%	O=C(CSc1cccc2cccc(Cl)c12)NCc1cccs1	9%	-17%
-1.8%	2%	-0.1%	-2%	2%	-3.5%	20%	C=CCOC(=O)C1=C(C)OC(N)=C(C#N)C1c1ccc2c(c1)OCO2 (configuration not stated)	4%	-50%
-3.7%	10%	-0.1%	-360%	4%	17%	-23%	COc1ccc2cc(-c3cc(C(=O)O)c4ccccc4n3)ccc2c1	1%	-4%
7.1%	-21%	-0.3%	-11%	13%	2.0%	-1%	O=C(CSc1nnc(CNc2ccc(Cl)cc2)o1)Nc1nc2c(s1)CCCC2	1%	22%
-1.0%	-24%	0.3%	-7%	4%	-0.4%	-4%	COC(=O)c1sc(NC(C)=O)c(C(=O)OC)c1C	-9%	28%
1.1%	0%	0.0%	6%	6%	2.1%	1%	CCOC(=O)c1cnn(-c2ccc(NS(=O)(=O)c3ccc(Cl)cc3)cc2)c1C(F)(F)F	1%	16%
-5.2%	-14%	-0.1%	7%	4%	-0.5%	17%	C/C(=C/c1ccccc1)C(=O)N1CC(C)OC(C)C1 (configuration not stated)	2%	1%
nt	-35%	0.3%	6%	nt	-0.1%	10%	CCc1c(C)nc2c(OC)cccc2c1Cl	-4%	-41%[20 µM]
5.3%	-26%	0.3%	-13%	26%	-0.2%	2%	CC(C)(C)c1csc(N/N=C/c2ccc(O)cc2)n1	21%	5%
-1.2%	-9%	0.4%	-7%	7%	1.1%	12%	O=C1CCN(Cc2ccccc2)CCN1[C@H](COc1ccccc1)Cc1ccccc1	8%	7%[20 µM]
-0.2%	8%	-0.2%	25%	3%	-1.1%	0%	CC(C)[n+]1ccn(C2=C([O-])c3ccccc3C(=O)/C2=N\S(=O)(=O)c2ccccc2)c1	9%	-7%
-1.8%	-16%	-0.4%	-7%	9%	-2.6%	8%	O=C(COC(=O)c1nn(-c2ccccc2)c(=O)c2ccccc12)NC1CCS(=O)(=O)C1 (configuration not stated)	2%	6%
0.6%	-8%	-0.1%	7%	nt	2.5%	13%	O=C(Nc1n[nH]c(=S)s1)c1ccco1	102µM*	2%[20 µM]
-1.5%	6%	0.0%	-7%	4%	0.8%	5%	O=C(NCc1cccnc1)c1cc(Cl)ccc1[N+](=O)[O-]	6%	-12%
3.3%	23%	-0.2%	20%	11%	2.9%	-16%	COc1cc(NC(=O)c2ccccc2F)ccc1NC(=O)c1cc2ccccc2o1	8%	-33%
4.2%	11%	-0.1%	-4%	6%	2.3%	-12%	CCOc1ccccc1N/C=C/C(=O)C(C)(C)C	3%	17%
4.4%	-21%	-0.2%	2%	8%	4.7%	-12%	CCOC(=O)C(=O)Nc1nnc(SCc2ccc(F)cc2)s1	3%	-13%
3.6%	-13%	-0.1%	-21%	-3%	1.7%	-6%	O=C(O)C1CC(=O)N(c2ccc(Br)cc2)C1 (configuration not stated)	2%	-17%
-1.4%	-28%	0.3%	11%	10%	-1.9%	-12%	Nc1cccc(-c2ccc(CO)o2)c1	13%	2%
2.2%	-14%	0.6%	8%	2%	-0.7%	-11%	CCS(=O)(=O)c1ccc(-c2csc(-c3ccccc3Cl)n2)c(Cl)c1Cl	9%	-41%
1.3%	16%	-0.1%	6%	15%	-4.4%	10%	CCC(=O)c1ccc(N2CCN(C(=O)c3ccc(Br)cc3)CC2)c(F)c1	4%	-14%
-5.9%	37%	-0.3%	-3%	9%	-1.0%	11%	CC(=O)c1cccc(NC(=O)C(Sc2ncnc3ccccc23)c2ccccc2)c1 (configuration not stated)	8%	11%
-4.4%	-21%	0.6%	15%	14%	-0.8%	6%	CSc1ccccc1NC(=S)NC1CCCC1	5%	39%
1.7%	31%	0.2%	2%	4%	29%	14%	C=CCOC(=O)C1=C(C)NC(SCC(=O)Nc2nccs2)=C(C#N)C1c1cccs1 (configuration not stated)	5%	-30%
-3.8%	-21%	-0.2%	2%	1%	0.2%	10%	O=C(NC1CC1)C1CCN(C2CCN(C(=O)c3ccc(C(F)(F)F)cc3)CC2)CC1	-10%	-9%
3.8%	-36%	0.3%	-5%	10%	17%	-5%	CCC(=O)Nc1cc(C)c(NC(=O)CCc2ccccc2)cn1	2%	-22%
6.5%	-41%	-0.1%	0%	1%	4.1%	9%	COc1ccc(-c2nnc(NC(=O)CSc3ccccc3)s2)cc1OC	1%	2%
3.3%	-42%	0.0%	15%	10%	-1.0%	0%	O=C(c1cncc(Br)c1)N1CCN(S(=O)(=O)c2ccc(Cl)cc2)CC1	6%	-20%
0.4%	-75%	0.3%	-59%	25%	1.0%	-10%	O=C(Nc1ccccc1)Nc1cccc2cccnc12	6%	13%
1.2%	-26%	-0.2%	11%	23%	-1.2%	10%	COCCNC(=O)c1cc2nc(-c3ccccc3)cc(C)n2n1	5%	-9%
2.0%	-27%	0.4%	5%	16%	-0.5%	-16%	CC1CCN(CCC(=O)Nc2ccccc2)CC1	-4%	7%
-4.3%	-24%	0.3%	11%	13%	0.5%	-1%	CC(Oc1ccc2c3c(c(=O)oc2c1)CCC3)C(=O)NCc1cccnc1 (configuration not stated)	-5%	-18%
-2.1%	-5%	-0.2%	8%	6%	1.8%	8%	Cc1ccc(S(=O)(=O)N2CCCC2C(=O)Nc2nccs2)cc1 (configuration not stated)	6%	13%
10%	-2%	0.5%	16%	3%	0.3%	8%	O=C1NC2(CCCCCC2)C(=O)N1Cc1ccccc1Cl	-1%	-45%
nt	-21%	-0.1%	-110%	nt	-0.7%	10%	CCn1ccc(C(=O)Nc2ccccc2Cl)n1	3%	-30%[20 µM]
-1.4%	-2%	-0.1%	-3%	3%	-0.3%	-5%	Cc1cc(C)cc(NC(=O)C(Sc2ncnc3ccccc23)c2ccccc2)c1 (configuration not stated)	8%	-20%
5.8%	-16%	0.3%	-1%	7%	-0.3%	-6%	Cc1cc([N+](=O)[O-])ccc1NC(=O)C(C)NC1CCCCC1 (configuration not stated)	3%	-14%
1.8%	20%	-0.2%	2%	19%	0.2%	13%	CN(C)/C=C/C(=O)c1ccc2noc(-c3cccc(F)c3)c2c1	0%	11%
-1.9%	-15%	0.2%	1%	0%	-1.6%	-5%	CCN=C1SC(C(=O)Nc2cccc(Br)c2)CC(=O)N1CC (configuration not stated)	-7%	-14%
5.8%	15%	-0.1%	16%	-3%	0.8%	2%	COC(=O)CCC(=O)NC1CC(C)(C)Cc2c1cnn2-c1ccccc1 (configuration not stated)	9%	-25%[20 µM]

In the list so far, six contain fluorine:
KOR beta-arrestin-1	NOD1 NF-kB reporter	GPR55 activation	HEK293 NOD2/NF-kB	Large T inhibition	HIV fusion peptide	GPR55 LPI antagonism	Compound	MgcRacGAP inhibition	KOR beta-arrestin-2
1.1%	0%	0.0%	6%	6%	2.1%	1%	CCOC(=O)c1cnn(-c2ccc(NS(=O)(=O)c3ccc(Cl)cc3)cc2)c1C(F)(F)F	1%	16%
3.3%	23%	-0.2%	20%	11%	2.9%	-16%	COc1cc(NC(=O)c2ccccc2F)ccc1NC(=O)c1cc2ccccc2o1	8%	-33%
4.4%	-21%	-0.2%	2%	8%	4.7%	-12%	CCOC(=O)C(=O)Nc1nnc(SCc2ccc(F)cc2)s1	3%	-13%
1.3%	16%	-0.1%	6%	15%	-4.4%	10%	CCC(=O)c1ccc(N2CCN(C(=O)c3ccc(Br)cc3)CC2)c(F)c1	4%	-14%
-3.8%	-21%	-0.2%	2%	1%	0.2%	10%	O=C(NC1CC1)C1CCN(C2CCN(C(=O)c3ccc(C(F)(F)F)cc3)CC2)CC1	-10%	-9%
1.8%	20%	-0.2%	2%	19%	0.2%	13%	CN(C)/C=C/C(=O)c1ccc2noc(-c3cccc(F)c3)c2c1	0%	11%
